Source: PubChem BioAssay
Salmonella PhoP GFP – PhoP regulon inhibitors, Salmonella typhi PhoP promoter GFP reporter, confirmatory (AID 1850); Salmonella Typhi PhoP-promoter GFP reporter, fluorescence, 4 h; higher % means a stronger effect; actives 0.33% (n = 310,000); inhibition, % at 50 µM; hits with a dose series show IC50 in µM; in the data active = a potency from the dose series; inconclusive = inhibition mostly from about 25% at the one dose, without a potency; inactive = the rest, 99 in 100 with inhibition below about 19%;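 note: 0% = induced wells with vehicle and 100% = uninduced wells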
VEEV TC-83 Vero – inhibitors of VEEV TC-83 cytopathic effect, confirmation, Vero cells (AID 588727). one-dose inhibition, % at 20 µM; IC50 in µM for titrated hits. actives 0.13% (n = 350,000). Vero cells, VEEV TC-83 cytopathic effect inhibition; higher % means a stronger effect; in the data active = a potency from the dose series; inconclusive = inhibition mostly from about 14% at the one dose, without a potency; inactive = the rest, 99 in 100 with inhibition below about 12%; note: strong numbers were not always called active
H1N1 NS1A inhibition – H1N1 influenza NS1A inhibitors, functional cell based assay (AID 504329); NS1A functional cell-based assay, percent inhibition; higher % means a stronger effect; one-dose inhibition, % at 12.5 µM; IC50 in µM for titrated hits; actives 0.3% (n = 340,000); in the data active = a potency from the dose series; inconclusive = inhibition above about 27% without an active follow-up result; note: strong numbers were not always called active
tuberculosis growth – growth inhibition of non-replicating M. tuberculosis (AID 488890). Mycobacterium tuberculosis non-replicating, growth inhibition; higher % means a stronger effect. one-dose inhibition, % at 25 µM; IC50 in µM for titrated hits. actives 0.39% (n = 320,000); in the data active = a potency from the dose series; inconclusive = inhibition mostly from about 82% at the one dose, without a potency; inactive = the rest, 99 in 100 with inhibition below about 76%;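 note: plate controls were DMSO cells for no effect and high antibiotic wells for full effect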
H37Rv inhibition – M. tuberculosis growth inhibition, HTS (AID 449762). inhibition, % at 25 µM, or IC50 in µM where a hit was titrated. M. tuberculosis H37Rv growth inhibition, 7H9 media; higher % means a stronger effect. actives 0.59% (n = 330,000); in the data active = a potency from the dose series; inconclusive = inhibition above about 70% without an active follow-up result;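 note: bacterial growth assessed after seven days of incubation; strong numbers were not always called active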
Active calls of the source: *; i = inactive; ? = inconclusive; nt = not tested or not shown.

SMILES	Salmonella PhoP GFP	VEEV TC-83 Vero	H1N1 NS1A inhibition	tuberculosis growth	H37Rv inhibition
CC(C)(C)C(=O)CSc1ncccn1	-16%	2.9%	0%	-14%	1%
OCCN(CCO)CC(O)CN1c2ccccc2Sc2ccccc21 (stereo not drawn)	-6%	i	2%	-6%	-6%
CCOC(=O)N1CCC(NC(=O)c2ccc3c(=O)n4c(nc3c2)CCCC4)CC1	7%	1.4%	-5%	-2%	-2%
CC(C)CC(=O)Nc1ccc(C(=O)CN2CCN(c3ccc(O)cc3)CC2)cc1	4%	1.7%	1%	30%	-9%
CCC(C)(C)NC(=O)C(c1ccccc1Cl)N(Cc1cccnc1)C(=O)CCC(=O)Nc1cc(C)on1 (stereo not drawn)	5%	i	6%	-2%	0%
Cc1ccc(S(=O)(=O)N(Cc2cc3ccc(C)cc3[nH]c2=O)c2ccccc2)cc1	17%	0.8%	-8%	-1%	-11%
CN1C(=O)/C(=C/c2ccc(N3CCCCCC3)o2)C(=O)NC1=S	-13%	1.1%	15%	?	?
COc1ccc(C2CC(=O)C=C(NC3CCCC3)C2)cc1 (stereo not drawn)	8%	0.5%	9%	15%	-6%
CC1CN(/C(=N\S(=O)(=O)c2ccccc2)c2ccccc2)CC(C)O1 (stereo not drawn)	10%	0.2%	0%	-25%	-14%
O=C(CCC(=O)N1CCc2ccccc21)Nc1ccccc1	-2%	1.4%	5%	5%	2%
O=C(N/N=C/c1ccoc1)c1ccc(Br)cc1	-7%	2.9%	23%	0%	-14%
Nc1ccccc1C#Cc1ccc([N+](=O)[O-])cc1	3%	i	-13%	31%	?
O=C(Oc1ccc([N+](=O)[O-])cc1)c1ccc2ccccc2n1	-1%	i	1%	?	0%
Cc1cc2ncn(S(=O)(=O)N3CCCCC3)c2cc1C	-10%	2.4%	9%	-17%	0%
Cc1ccc(C(C)C)c(OCC(=O)c2c(O)c3ccccc3oc2=O)c1	-20%	0.6%	3%	54%	2%
CC(C)(C)NC(=O)NC(=O)CSc1ccc(S(=O)(=O)N2CCOCC2)cn1	nt	0.3%	10%	19%	-3%
CCCCn1c(N)c(N(CCOC)C(=O)c2ccc(Br)o2)c(=O)[nH]c1=O	-2%	1.7%	-1%	5%	-2%
Oc1c(Cl)cc(Cl)cc1/C=N/c1nccs1	1%	4.0%	-19%	78%	-4%
CC(=O)c1ccc(N2Cc3ccccc3C2=NC(=O)c2cccs2)cc1	3%	1.6%	-5%	21%	14%
CC(=O)N1N=C(c2cccc(Cl)c2)OC1c1ccc(C(C)C)cc1 (stereo not drawn)	9%	i	-1%	0%	0%
COc1cccc(OCC(=O)O)c1	7%	i	4%	4%	5%
Cc1ccc(S(=O)(=O)N2CCN(C(=O)C(C)Cn3cncn3)CC2)cc1C (stereo not drawn)	-3%	0.1%	4%	3%	-5%
CC1CN(S(=O)(=O)c2cccc(C(=O)N(C)C3CCN(C)CC3)c2)CC(C)O1 (stereo not drawn)	nt	1.1%	2%	2%	-5%
COc1cccc(C(=O)N2c3cc(C)ccc3OCC2C(C)(C)C)c1 (stereo not drawn)	-6%	i	1%	-10%	-7%
COc1ccc(NC(=O)C2CCCN(C(=O)Nc3ccc(F)cc3)C2)cc1 (stereo not drawn)	0%	0.7%	10%	-4%	0%
Further entries:
SMILES	Salmonella PhoP GFP	VEEV TC-83 Vero	H1N1 NS1A inhibition	tuberculosis growth	H37Rv inhibition
COc1cccc(-c2sc3ccc(OC)cc3c2C#CCCO)c1	nt	1.6%	4%	49%	?
CCOC(=O)c1ccc(Nc2nc(C)nc3c2nnn3Cc2ccccc2)cc1	1%	4.5%	0%	30%	27%
COc1ccc(CNCCc2ccc(Cl)cc2)cc1OCc1ccccc1	66µM*	i	3%	?	?
CC(C)(C)N(CC#CCC(O)(c1ccccc1)C1CCCC1)CCO (stereo not drawn)	-2%	i	-4%	16%	-1%
Cc1ccc(NC(=O)CCC(=O)N2CCC(C)CC2)c([N+](=O)[O-])c1	3%	0.4%	-12%	-3%	-3%
Cc1ccc(C(=O)NC2(O)C(=O)c3ccccc3C2=O)cc1C	5%	i	-16%	-1%	-8%
NS(=O)(=O)c1ccc(CCNC(=O)CN2CCC(Cc3ccccc3)CC2)cc1	-3%	i	-2%	1%	6%
NNC(=O)c1ccc(CSc2nc3ccccc3s2)cc1	-7%	2.2%	-3%	?	4%
CN(C)S(=O)(=O)c1ccc(N2CCCC2)c(C(=O)OCC(=O)NC2(C#N)CCCCC2)c1	-5%	2.1%	-10%	5%	13%
COc1cccc(OC)c1C(=O)NC(=O)Nc1c(F)c(F)c(F)c(F)c1F	5%	1.4%	-3%	-9%	11%
Oc1ccc(C(=S)N2CCN(c3cccc(Cl)c3)CC2)cc1	8%	4.5%	-4%	42%	1%
O=C(NCc1cccc(Cl)c1)c1ccc2nc[nH]c2c1	-2%	i	-2%	1%	-13%
Cc1occc1C(=O)OCC(=O)Nc1ccc(F)cc1	0%	1.3%	6%	-3%	-3%
COc1cc(NC(=O)c2ccc(Br)o2)ccc1NC(=O)c1ccccc1Cl	3%	9.1%	0%	67%	?
N=c1oc2ccc([N+](=O)[O-])cc2cc1C(=O)NCc1ccccc1	2%	i	-1%	?	?
[O-]/[N+](=C\c1ccc(OC(F)F)cc1)c1ccccc1	2%	3.5%	19%	9%	6%
O=C(CCNc1ccc(Cl)cc1)c1cccs1	-8%	2.3%	-4%	3.8µM*	?
Cn1c(CSCc2ccc(Cl)cc2)nnc1SCC(=O)Nc1nc2ccccc2s1	19%	i	-7%	-3%	-1%
Cc1cc(OCC(=O)N2CCC(C(=O)O)CC2)c2c3c(c(=O)oc2c1)CCCC3	-2%	1.0%	-5%	-5%	-6%
Cc1ccc(CNC(=O)CN2C(=O)NC(C)(c3ccccc3Cl)C2=O)cc1 (stereo not drawn)	-3%	0.8%	6%	18%	4%
CCOC(=O)CCN(Cc1cccs1)S(=O)(=O)c1ccc(F)cc1	-11%	i	0%	-30%	-6%
O=S(=O)(c1cccc(-c2n[nH]c(=S)n2-c2ccc(OC(F)(F)F)cc2)c1)N1CCOCC1	nt	0.6%	1%	-7%	-6%
Cc1cc(C)c(C)c(C(=O)CSc2nnc(-c3ccc4[nH]c(C)c(C)c4c3)o2)c1C	-10%	?	-16%	1%	?
O=C(C1CCCN1C(=O)c1cccs1)N1CCc2ccccc21 (stereo not drawn)	-4%	1.4%	0%	-15%	-5%
CN(CC(=O)Nc1ccccc1C(F)(F)F)C(=O)c1ccc2c(=O)n3c(nc2c1)CCC3	nt	1.3%	0%	-41%	-2%
Next section.
SMILES	Salmonella PhoP GFP	VEEV TC-83 Vero	H1N1 NS1A inhibition	tuberculosis growth	H37Rv inhibition
CC(=O)N1c2ccc(S(=O)(=O)N3CCCC3)cc2CC1C(=O)NCc1ccc(OC(C)C)cc1 (stereo not drawn)	-8%	0.5%	-5%	11%	-4%
O=C(Cn1nc(C(F)(F)F)c2c1CCCCC2)N1CCOCC1	-4%	1.3%	-2%	7%	2%
COc1ccc2[nH]c3ccccc3c2c1	3%	3.2%	8%	14%	-1%
CCOC(=O)C1C(C(=O)OC)=C(c2ccc(F)cc2)c2ccccc2N1S(=O)(=O)C(F)(F)F (stereo not drawn)	nt	i	-13%	nt	nt
CCSc1nnc(N2C(=O)C(O)=C(C(=O)c3ccco3)C2c2cccc(OC)c2)s1 (stereo not drawn)	0%	1.2%	2%	48%	0%
CCOC(=O)c1cccc(NC(=O)COc2nsnc2N2CCOCC2)c1	-12%	10%	4%	16%	-5%
O=C(O)CCc1ccc(-c2ccccc2)n1NC(=O)c1sc2ccccc2c1Cl	1%	2.3%	2%	8%	2%
O=C(Oc1cc(Cl)ccc1Cl)c1ccc(N2CCOCC2)c([N+](=O)[O-])c1	-5%	2.2%	4%	?	9%
CSC(=O)NC(=O)NC(=O)c1ccc([N+](=O)[O-])cc1	-2%	1.0%	20%	-19%	-2%
CC1=CC(=O)Nc2ccccc2S1	nt	1.7%	3%	nt	nt
CC(=O)c1ccc(N2CCN(S(=O)(=O)c3ccc4c(c3)CC(C)N4C(=O)C3CC3)CC2)cc1 (stereo not drawn)	-20%	i	9%	5%	1%
CC(C)c1nc2c(c(=O)c3ccccc3n2C)c(=O)n1CCc1ccccc1	4%	6.7%	nt	51%	1%
Cc1ccc2nc(SCC(=O)Nc3ncccn3)[nH]c2c1	-14%	1.6%	-13%	-2%	-6%
CCCN(CCC)CCNC(=O)c1cc2c(=O)n(CC)c3ccccc3c2s1	-8%	2.8%	2%	58%	5%
COc1ccc(C)cc1N(CC(N)=O)S(=O)(=O)c1ccc(C)cc1	-4%	6.8%	-13%	5%	0%
Cc1[nH]n(-c2ccc(F)cc2)c(=O)c1C=Nc1ccc(S(=O)(=O)N(C)C)cc1	-8%	0.2%	-2%	1%	3%
O=C(NCCN1CCNC1=O)C1CCC(=O)N(CCc2ccc(Cl)cc2)C1 (stereo not drawn)	nt	1.1%	2%	nt	nt
COC(=O)Cc1cnc(NC(=O)C2C3CCC(C3)C2C(=O)O)s1 (stereo not drawn)	5%	1.2%	2%	-11%	-5%
CCCCC(=O)O	6%	nt	nt	6%	-5%
C/C(=N/NC(=O)C1CCCC1)c1ccc(NC(=O)C(F)(F)F)cc1	0%	i	5%	1%	1%
O=C(c1ccc2nsnc2c1)N1CCN(c2ccc([N+](=O)[O-])cc2)CC1	9%	0.6%	-3%	52%	0%
COc1cc(/C=C/C2=NNC(=O)CC2)cc(OC)c1OC	1%	0.7%	-8%	-13%	-8%
O=c1c2ccc([N+](=O)[O-])cc2ncn1Cc1ccccc1C(F)(F)F	-2%	i	-5%	-23%	-1%
CCc1c(C(=O)NN2C(=O)C3CCCCC3C2=O)csc1C (stereo not drawn)	1%	0.9%	-5%	-20%	2%
CN1/C(=C\C(=O)C[n+]2cccc(Br)c2)C(C)(C)c2ccccc21	2%	i	3%	35%	-6%
CCc1cc2c(N3CCN(C(=O)c4ccco4)CC3)ncnc2s1	3%	9.8%	-6%	26%	0%
O=C(NCCc1cnc[nH]1)c1ccc(-c2ccccc2)cc1	5%	10%	15%	7%	-2%
COCCCn1c(C(=O)Nc2ccc3c(c2)OCO3)cc2c(=O)n3ccccc3nc21	-3%	1.2%	-2%	-1%	17%
NC(=O)N/N=C/c1cn(-c2ccccc2)nc1-c1ccccc1	-8%	0.7%	-6%	13%	10%
